Screening data deposited in PubChem by The Scripps Research Institute Molecular Screening Center.
M5 antag: antagonists of human muscarinic M5 receptor (CHRM5). inhibition, % at 3 µM. AID 624040. CHO-hM5 cells, Fluo-8 calcium fluorescence, ACh EC80. P08912. actives 0.59% (n = 360,000);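 active = inhibition above a per-plate cutoff, the mean of that plate's test compounds plus 3 SD, cut at about 27% in these data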;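 note: 0% = acetylcholine EC80 with DMSO and 100% = DMSO without agonist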
Target sequence (P08912 whole entry, looked up): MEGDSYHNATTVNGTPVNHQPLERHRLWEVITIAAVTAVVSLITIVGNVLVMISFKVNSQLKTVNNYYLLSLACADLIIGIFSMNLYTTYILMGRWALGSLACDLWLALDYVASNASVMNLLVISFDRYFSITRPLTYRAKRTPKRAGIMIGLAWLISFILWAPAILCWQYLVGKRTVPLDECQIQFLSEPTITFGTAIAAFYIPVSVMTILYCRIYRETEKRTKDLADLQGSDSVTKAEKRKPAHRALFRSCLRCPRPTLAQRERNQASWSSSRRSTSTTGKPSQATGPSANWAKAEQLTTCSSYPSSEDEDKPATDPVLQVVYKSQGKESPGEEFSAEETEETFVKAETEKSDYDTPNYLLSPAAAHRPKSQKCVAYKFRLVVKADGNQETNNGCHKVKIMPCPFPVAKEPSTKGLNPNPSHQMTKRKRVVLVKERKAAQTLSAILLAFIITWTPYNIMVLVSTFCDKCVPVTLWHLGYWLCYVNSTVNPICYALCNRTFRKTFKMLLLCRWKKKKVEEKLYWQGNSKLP
CHO-K1 Ca antag: nonselective inhibitor or artifact in parental CHO-K1 cells; actives 0.6% (n = 360,000); ATP-induced calcium, Fluo-8 fluorescence; inhibition, % at 3 µM;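 active = inhibition above a per-plate cutoff, the plate's mean sample inhibition plus 3 SD, cut at about 24% in these data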;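 note: 0% = DMSO plus EC80 ATP and 100% = DMSO alone without ATP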
M4 PAM: CHRM4 positive allosteric modulation; P08173; CHO-K1 hM4/Gqi5, Fluo-8 calcium fluorescence, ACh EC20; 0% = ACh EC20, 100% = maximal ACh; activation, % at 3 µM; actives 0.4% (n = 360,000); AID 624126;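 active = activation above its plate's cutoff, the mean activation of sample wells plus 3 SD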; note: some results filed as inactive read as strong as hits
Target sequence (P08173 whole entry, looked up): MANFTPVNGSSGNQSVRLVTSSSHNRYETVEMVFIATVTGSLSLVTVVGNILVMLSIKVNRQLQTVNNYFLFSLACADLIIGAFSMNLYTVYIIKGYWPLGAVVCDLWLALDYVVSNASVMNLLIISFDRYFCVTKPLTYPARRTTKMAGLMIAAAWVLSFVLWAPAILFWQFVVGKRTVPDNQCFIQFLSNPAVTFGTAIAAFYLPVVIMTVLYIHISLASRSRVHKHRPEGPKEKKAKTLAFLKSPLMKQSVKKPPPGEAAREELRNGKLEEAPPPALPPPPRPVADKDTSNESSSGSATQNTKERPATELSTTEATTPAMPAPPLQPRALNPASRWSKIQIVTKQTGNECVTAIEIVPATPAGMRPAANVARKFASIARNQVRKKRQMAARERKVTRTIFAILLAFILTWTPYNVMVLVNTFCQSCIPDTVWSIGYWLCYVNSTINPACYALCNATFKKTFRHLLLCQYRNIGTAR
CHRM5 agonist: CHRM5 agonism in calcium assay | P08912 | CHO-K1 hM5 cells, Fluo-8 calcium fluorescence; 0% DMSO wells, 100% maximal acetylcholine response | activation, % at 3 µM | actives 0.19% (n = 360,000) | AID 624037;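 active = activation above the run's mean over test compounds plus 3 SD, cut at about 23% in these data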;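 note: signal is peak over basal fluorescence ratio across the kinetic read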
CHRM5 PAM: CHRM5 positive allosteric modulation. activation, % at 3 µM. P08912. CHO-K1 hM5, Fluo-8 calcium, ACh EC20 PAM; 0% = ACh EC20, 100% = ACh EC100. actives 0.3% (n = 360,000);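 active = activation above the run cutoff, the mean activation of all test compounds plus 3 SD, cut at about 18% in these data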
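Measured by: Fluo-8 calcium fluorescence; material: human M5 receptor in CHO-K1 cells; schedule: Post-acetylcholine fluorescence recording 140 s; benchmarks: low control EC20 acetylcholine (0%), high control EC100 acetylcholine (100%); read-out: Max/basal fluorescence ratio as % of EC20–EC100 ACh window; compound: single dose, 3 µM nominal final test concentration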
M1 ag parental: nonselective activator or artifact in parental CHO-K1 cells | Fluo-8 calcium fluorescence; scaled to maximal ATP response, vehicle zero | activation, % at 3 µM | actives 0.48% (n = 360,000) | AID 602248; in the data active = activation above about 15%;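 note: untransfected CHO-K1 host cells lacking M1 receptor as counterscreen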
CHRM4 agonist: CHRM4 agonism in calcium assay; activation, % at 3 µM; P08173; CHO-K1 hM4/Gqi5, Fluo-8 calcium fluorescence; vehicle 0%, full acetylcholine response 100%; actives 0.14% (n = 360,000); AID 624127;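 active = activation above the run mean over all test wells plus 3 SD, cut at about 32% in these data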;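 note: peak over basal fluorescence ratio per well then scaled between controls; 0% = DMSO wells and 100% = acetylcholine at EC100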
CHRM4 antagonist: antagonists of human muscarinic M4 receptor (CHRM4). P08173. CHO-hM4 cells, ACh EC80, Fluo-8 calcium fluorescence. inhibition, % at 3 µM. actives 0.73% (n = 360,000);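 active = inhibition above its plate's cutoff, the mean inhibition of sample wells plus 3 SD, cut at about 27% in these data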;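 note: 0% = acetylcholine EC80 with DMSO and 100% = DMSO without agonist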
CHO-K1 Ca PAM: M1 PAM counterscreen hit in parental CHO-K1 cells. activation, % at 3 µM. actives 0.02% (n = 360,000). ATP EC20, Fluo-8 calcium fluorescence; 0% at ATP EC20, 100% at ATP max;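 active = activation above the run cutoff, the mean activation of all test compounds plus 3 SD, cut at about 40% in these data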;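 note: peak over basal fluorescence ratio in a 140 s read after ATP addition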
* marks the source's active call; other numbers are inactive results; & = joins results of further samples. Rows were taken by chance; about 2.7% have a hit in one of these screens.

Below each compound: M5 antag, CHO-K1 Ca antag, M4 PAM, CHRM5 agonist, CHRM5 PAM, M1 ag parental, CHRM4 agonist, CHRM4 antagonist, CHO-K1 Ca PAM
COc1ccc(C2/C(=C(/O)c3ccc4c(c3)CC(C)O4)C(=O)C(=O)N2CCCN2CCOCC2)cc1OC (configuration not stated)
→ 14, -6, -3, -4, -5, 0.9, 1, 1, 13
CCC(=O)NCCc1nc2ccccc2n1Cc1ccc(C)cc1
→ 4, -2, 3, -2, -2, 0.9, 1, 1, 19
O=C(Nc1ccccc1C(=O)Nc1ccc(Cl)cc1)c1cccnc1
→ 3, -6, -7, -4, -7, 1.6, 10, -1, -12
CCN1CCN(C(=O)c2cc3c(=O)oc4ccc(C)cc4c3s2)CC1
→ 1, -1, -5, 0, -6, 0.5, 1, 11, -7
CNc1cc(CS(=O)c2ccccc2)nc(-c2ccccc2)n1 (configuration not stated)
→ -1, -3, 1, 0, 3, 1.1, 2, -2, 15
CCCCOc1ccc(-c2c(C#N)c(N)nc(SCC(N)=O)c2C#N)cc1
→ 13, -13, 14, 2, 2, 0.4, 4, -7, 12
NC(=O)C1CCN(C(=O)NC(=O)c2ccccc2)CC1
→ -2, -2, -2, -3, -1, 0.5, 1, 7, 2
C[C@@H](O)[C@H]1O[C@]2(C)CCC[C@H]1O2
→ 5, -2, 2, 4, -5, 0.0, 0, -3, -13
O=C1N(c2ccccc2)C[C@@H]2C[C@@H](c3cc4ccccc4o3)N3CCC[C@@]123
→ 3, -4, -2, -9, -1, -0.6, 0, 0, 4
COc1ccccc1NC(=O)N(C)C[C@H]1OCc2cnnn2CCCC(=O)N([C@H](C)CO)C[C@H]1C
→ -2, -7, 3, 0, 0, 0.3, 0, -11, 12
CC1=CC(C)(C)NC(=S)N1c1ccc2ccccc2c1
→ 13&3, -23&-12, -3&-1, -3&-2, -7&-4, 0.0&0.4, 2&1, -7&-2, 12&-4
S=c1[nH]nc(-c2cccs2)n1Cc1ccccc1
→ 6, -5, -9, -7, 3, 0.1, 0, 7, -10
O=C(NCCN1CCC(n2c(=O)[nH]c3ccccc32)CC1)c1ccc(Cl)cc1
→ -2, -15, -7, -5, -10, 0.8, 5, 14, 5
C=CCc1cccc(/C=N/c2nc3ccccc3n2CC)c1O
→ -3, -8, 15, -2, 2, 0.6, 0, 2, 14
Cc1cccc(NS(=O)(=O)c2csc(C(N)=O)c2)c1
→ 5, -7, -3, -1, -3, 0.5, 3, -22, 3
CCCCNC(=O)c1cc2c(=O)n3cccc(C)c3nc2n(Cc2ccncc2)c1=N
→ 1, 11, 16, -7, 1, -1.8, -3, 2, -7
COc1ccc(CNC(=O)CCSCc2cccc(Cl)c2)cc1
→ -5, -6, 1, -4, 1, 0.9, 0, -6, 17
NC1=NC(=Nc2ccc(S(N)(=O)=O)cc2)c2ccccc21
→ 6, -12, 8, 0, 5, 0.6, 1, 8, 14
O=c1oc2ccccc2c(N2CCCCC2)c1CN1CCCCC1
→ 3, -20, 1, -4, 0, 1.4, 0, -8, 20
COCc1nnc(NC(=O)CCc2ccccc2)s1
→ -3, 9, -3, -1, 10, 0.2, -1, 12, 10
Cn1nc(C(=O)Nc2ccc(-n3cnnn3)cc2)c2ccccc2c1=O
→ 5, -11, 2, 0, 7, 0.9, 5, -7, 17
COc1ccc(Cc2nc(-c3ccccc3)no2)cc1
→ 0, -11, -1, -2, 1, 0.1, 0, 1, 0
O=C1CNC(=O)/C1=C/c1ccc(Br)cc1
→ 7, -17, 4, -4, 2, 1.0, 0, -4, 18
CCOC(=O)c1[nH]c(C)c(C(=O)NC(C)CC)c1C (configuration not stated)
→ -4, 0, 10, 1, 1, 0.7, 1, -10, 16
COc1cc(CN(C(=O)c2cc3ccccc3oc2=O)C2CCS(=O)(=O)C2)cc(OC)c1OC (configuration not stated)
→ -23, -13, 2, -1, 14, 1.1, 2, -7, 15
CCN1C(=O)CC(N2CCC(Nc3ccc(F)cc3)CC2)C1=O (configuration not stated)
→ 3, 8, 2, -1, 4, 0.3, 1, -1, -1
COC(=O)c1ccccc1NC(=S)NC(=O)c1ccc2c(c1)OCO2
→ 1, -6, 1, -1, 6, 0.8, 1, 9, 17
CN(C(=O)/C=C/c1ccco1)c1ccccc1C(=O)O
→ 7, -9, 3, -1, 1, 1.1, 0, 1, 17
O=C(CN(Cc1cccs1)C(=O)CNS(=O)(=O)c1ccc(Cl)cc1)NCc1ccco1
→ 3, -3, -4, 0, -3, 0.9, 4, 1, 13
NC(=O)c1ccc(Oc2ncc(C(F)(F)F)cc2Cl)cc1
→ 12, -1, 8, -2, -6, 16*, 1, -6, 25

For convenience, some entries already given.
Below each compound: M5 antag, CHO-K1 Ca antag, M4 PAM, CHRM5 agonist, CHRM5 PAM, M1 ag parental, CHRM4 agonist, CHRM4 antagonist, CHO-K1 Ca PAM
COc1cc(CN(C(=O)c2cc3ccccc3oc2=O)C2CCS(=O)(=O)C2)cc(OC)c1OC (configuration not stated)
→ -23, -13, 2, -1, 14, 1.1, 2, -7, 15
CCN1C(=O)CC(N2CCC(Nc3ccc(F)cc3)CC2)C1=O (configuration not stated)
→ 3, 8, 2, -1, 4, 0.3, 1, -1, -1

Shown tab-delimited: 4 of the compounds above.
Compound	M5 antag	CHO-K1 Ca antag	M4 PAM	CHRM5 agonist	CHRM5 PAM	M1 ag parental	CHRM4 agonist	CHRM4 antagonist	CHO-K1 Ca PAM
COC(=O)c1ccccc1NC(=S)NC(=O)c1ccc2c(c1)OCO2	1	-6	1	-1	6	0.8	1	9	17
Cc1cccc(NS(=O)(=O)c2csc(C(N)=O)c2)c1	5	-7	-3	-1	-3	0.5	3	-22	3
CCCCNC(=O)c1cc2c(=O)n3cccc(C)c3nc2n(Cc2ccncc2)c1=N	1	11	16	-7	1	-1.8	-3	2	-7
O=C(NCCN1CCC(n2c(=O)[nH]c3ccccc32)CC1)c1ccc(Cl)cc1	-2	-15	-7	-5	-10	0.8	5	14	5

(more compounds)
Below each compound: M5 antag, CHO-K1 Ca antag, M4 PAM, CHRM5 agonist, CHRM5 PAM, M1 ag parental, CHRM4 agonist, CHRM4 antagonist, CHO-K1 Ca PAM
CCCNC(=O)Cn1cnc2sc(C(=O)Nc3cc(OC)c(OC)c(OC)c3)c(C)c2c1=O
→ -1, 4, 5, -1, 0, 0.2, 0, 7, 9
Cc1cccc(C(C)C)c1NS(=O)(=O)c1cn(C)nc1C
→ 5, -15, 7, -1, -4, 1.3, 1, -1, 30
CCCCCCN(C(=O)CCCCCN1C(=O)NC(c2ccc([N+](=O)[O-])cc2)C(C(=O)OCc2ccccc2)=C1C)C(C(=O)NCCCC)C1CCCCC1 (configuration not stated)
→ -6, -8, 8, 0, 2, 0.8, 0, -17, 9
O=C(O)c1ccccc1-c1ccccc1C(=O)Nc1cccc2ccccc12
→ -6, -4, 9, -2, 3, 0.4, 1, 5, 16
O=C(CCN1C(=O)c2ccccc2S1(=O)=O)NCc1ccc(F)cc1
→ 3, -2, -6, -4, -1, 0.3, 1, 4, 4
CCOc1ccccc1NC(=O)COC(=O)CCOc1cc(C)ccc1C
→ -3, -2, 5, 1, 2, 1.0, 1, -3, -16
CC1(c2ccc3c(c2)OCO3)NC(=O)N(CC(=O)Nc2ccc(N3CCOCC3)cc2)C1=O (configuration not stated)
→ -3, -10, -1, -1, -1, 0.3, 1, -6, 11
Cc1ccc(C(=O)NC(=S)N2CCCCCC2)cc1
→ 0, -7, 2, -2, 5, -0.7, 0, 6, 8
O=C(CNC(=S)N(CCCN1CCOCC1)Cc1cccs1)NCCCN1CCOCC1
→ -2, -9, 0, -3, -3, 0.0, 1, -8, 5
COc1ccccc1NC(=O)CN1CCN(CC(=O)Nc2ccc(OC)c(OC)c2)CC1
→ 4, 0, -1, 0, -2, 0.7, 2, 3, -2
O=C(CSc1nnc(-c2cnccn2)n1Cc1ccco1)c1ccc(Cl)c(Cl)c1
→ 0, -9, -7, -2, 0, 0.8, 1, 7, 11
Cc1cc(C)c(-n2nnnc2SC(C)C)c(C)c1
→ 3, -9, 0, -1, -1, 0.2, -1, 10, 27
COc1ccc(OC)c(NC(=O)CN(C)CC(=O)Nc2ccccc2Br)c1
→ 8, 5, 5, -1, -3, 1.1, 3, -1, -11
Cc1ccc(S(=O)(=O)Nc2nc3ccccc3nc2NCc2ccc3c(c2)OCO3)cc1C
→ -4, -4, 4, 0, -1, 0.7, 1, -6, 9
CCN(C[C@H]1N[C@@](C)(C(=O)OC)[C@H]2C(=O)N(C)C(=O)[C@@H]12)C(=O)Nc1ccc(OC)cc1
→ -9, -2, 9, 2, 2, 0.2, 0, -11, 2
CCOc1ccc(-c2cc(C(=O)O)c3ccccc3n2)cc1
→ -8, 2, -3, -3, 8, 0.3, -1, 6, 17
Cc1cc(C)n(-c2ccc(C(=O)N3CCN(S(=O)(=O)c4ccc(C(C)C)cc4)CC3)cc2)n1
→ 5, 20, 9, -3, 8, -0.5, 2, -14, -20
Cn1c(=O)c2c(nc(Sc3ccccc3N)n2C)n(C)c1=O
→ 7, -14, -4, -1, -5, 2.2, 8, -13, 21
CCOC(=O)C1=C(O)/C(=C\c2cccs2)N=C1C
→ 3, -4, -3, -1, -3, -0.1, 1, 0, 18
CC(=O)c1cccc(S(=O)(=O)Nc2ccccc2N2CCOCC2)c1
→ -3, -11, -1, 1, 10, 1.2, 0, 2, 9
NNC(=O)c1oc2ccccc2c1-n1cccc1
→ -2, -5, 3, -1, 8, -0.6, 1, 1, -4
C[C@@H]1OC(Nc2ccc(N=Nc3ccccc3)cc2)[C@H](O)[C@H](O)[C@H]1O (some centres not stated)
→ -8, -5, -9, 4, 1, 0.3, 1, 10, -3
Cc1cc(C)n(CC(=O)NC2CCCc3c2cnn3-c2ccc(C)c(C)c2)n1 (configuration not stated)
→ 11, -14, 5, -4, -4, 1.9, 2, -18, 9
CCOC(=O)C1(Cc2ccccc2C)CCCN(S(=O)(=O)c2cccnc2)C1 (configuration not stated)
→ 6, -10, -4, -6, 2, 0.9, 2, -2, 2
CCOC(=O)c1c(-c2ccccc2)oc2ccc(OC(C)=O)cc12
→ -1, 17, 21, -3, -5, -0.3, -2, -21, -12
COc1ccccc1N1CCN(S(=O)(=O)c2c(C)[nH]c(=O)[nH]c2=O)CC1
→ 4, -11, 6, 3, -2, 0.2, 1, 1, -1
CC(C)Oc1cc(F)ccc1-c1cc(C(=O)Nc2cccc(Cl)c2)[nH]n1
→ 7, -12, -12, -4, -11, 1.1, 2, 13, 15
CC(C)(C)OC(=O)N1CC(O)CC1C(=O)OCC(=O)c1ccc(Cl)cc1 (configuration not stated)
→ 0, -11, -1, 1, -3, 1.8, 2, -5, 17
COC(=O)c1cc2n(n1)CCN(Cc1ccccc1F)C2=O
→ -6, -3, 18, 1, 1, 0.1, 1, -15, 11
